# High-throughput results: PubChem, The Scripps Research Institute Molecular Screening Center
# CHRM1 PAM = human CHRM1 positive allosteric modulation | P11229 | CHO-K1 hM1, Fluo-8 calcium fluorescence, ACh EC20; 0% = ACh EC20, 100% = maximal ACh | activation, % at 3 µM | 360,000 tested, 0.088% active; in the data active = activation above about 19%, passing the limit was not always enough
# OXTR potentiator = potentiators of human oxytocin receptor; 320,000 tested, 0.061% active; activation, % at 3 µM; AID 2445; P30559; CHO-OTR cells, Fluo-8 calcium fluorescence, potentiator mode; 0% = oxytocin EC15, 100% = EC100;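 active = activation above that plate's cutoff, the mean activation of tested compounds plus 3 SD, cut at about 6.6% in these data, passing the limit was not always enough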;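 also: 100% uses oxytocin at 75 nM as the full agonist control; some results filed as inactive read as strong as hits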
# Target sequence (P30559 whole entry, looked up): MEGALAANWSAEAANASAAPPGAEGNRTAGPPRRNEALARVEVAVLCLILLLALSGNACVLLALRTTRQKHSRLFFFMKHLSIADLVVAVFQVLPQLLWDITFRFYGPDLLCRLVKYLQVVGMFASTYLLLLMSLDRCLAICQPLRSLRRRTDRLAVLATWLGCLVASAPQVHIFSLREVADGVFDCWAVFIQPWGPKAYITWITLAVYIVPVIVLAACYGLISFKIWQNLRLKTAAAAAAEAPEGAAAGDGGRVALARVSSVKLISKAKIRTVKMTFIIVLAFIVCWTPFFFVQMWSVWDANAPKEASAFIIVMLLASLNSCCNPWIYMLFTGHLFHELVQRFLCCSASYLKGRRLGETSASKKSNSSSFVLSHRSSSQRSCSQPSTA
#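 test system = CHO-OTR cells, human receptor | compound = single-point 3.0 µM | schedule = 6 min compound pre-incubation at room temperature, 100 s kinetic read | signal = Fluo-8 no-wash calcium dye fluorescence, excitation 470-495 nm, emission 515-575 nm | repeats = single well per compound, singlicate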
# M4 ag = CHRM4 agonism in calcium assay; 360,000 tested, 0.14% active; activation, % at 3 µM; AID 624127; P08173; CHO-K1 hM4/Gqi5, Fluo-8 calcium fluorescence; vehicle 0%, full acetylcholine response 100%;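 active = activation above the run mean over all test wells plus 3 SD, cut at about 32% in these data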;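 also: peak over basal fluorescence ratio per well then scaled between controls; 0% = DMSO wells and 100% = acetylcholine at EC100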
# M4 antag = blocks acetylcholine activation of human M4 receptor; 360,000 tested, 0.73% active; CHO-hM4 cells, ACh EC80, Fluo-8 calcium fluorescence; inhibition, % at 3 µM; P08173;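 active = inhibition above its plate's cutoff, the mean inhibition of sample wells plus 3 SD, cut at about 27% in these data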;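 also: 0% = acetylcholine EC80 with DMSO and 100% = DMSO without agonist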
# M1 ag = human M1 muscarinic receptor agonism. activation, % at 3 µM. CHO-K1 hM1, Fluo-8 calcium fluorescence, agonist mode; 0% DMSO, 100% acetylcholine EC100. P11229. 360,000 tested, 0.33% active;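 active = activation above the run's mean compound activation plus 3 SD, cut at about 16% in these data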;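 also: peak over basal fluorescence ratio within a 140 s kinetic read after compound addition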
# M1 antag = blocks human M1 muscarinic receptor | inhibition, % at 3 µM | 360,000 tested, 1.3% active | P11229 | CHO-K1 hM1, Fluo-8 calcium fluorescence, ACh EC80 antagonist | AID 588852;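 active = percent inhibition above its own plate's cutoff, namely the mean of that plate's compound wells plus 3 SD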;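 also: peak over basal fluorescence ratio during 140 s after agonist addition; 0% = ACh EC80 plus DMSO and 100% = DMSO alone without agonist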
# CHO-K1 Ca ag = nonselective activator or artifact in parental CHO-K1 cells; 360,000 tested, 0.48% active; Fluo-8 calcium fluorescence; scaled to maximal ATP response, vehicle zero; activation, % at 3 µM; in the data active = activation above about 15%;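 also: untransfected CHO-K1 host cells lacking M1 receptor as counterscreen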
# CHO-K1 Ca antag = counter-screen for M1 antagonists: effect in parental CHO-K1 cells | ATP-induced calcium, Fluo-8 fluorescence | inhibition, % at 3 µM | 360,000 tested, 0.6% active | AID 602250;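 active = inhibition above a per-plate cutoff, the plate's mean sample inhibition plus 3 SD, cut at about 24% in these data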;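 also: 0% = DMSO plus EC80 ATP and 100% = DMSO alone without ATP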
# CHO parental Ca = signal in parental CHO cells, OX1R antagonist counter-screen; inhibition, % at 5.6 µM; 330,000 tested, 0.63% active; AID 463079; parental CHO-K1, ATP-induced calcium, Fluo-8 fluorescence;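 active = inhibition above that plate's mean sample inhibition plus 3 SD, cut at about 26% in these data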;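 also: 0% = ATP-challenged DMSO wells and 100% = DMSO wells without ATP; some compounds past the cut are filed as inactive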
#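 Test system: parental CHO cells; detection: calcium-sensitive Fluo-8 fluorescence; evaluation: percent inhibition of calcium signal; also added: ATP as calcium-mobilizing challenge; repeats: one well per compound; control set: ATP-challenged DMSO wells low, unchallenged DMSO wells high; compound: single nominal dose of 5.6 µM per compound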
# An asterisk follows results filed as active; · = not tested or not shown.
1	Cc1cccc(N2C(=O)N3[C@H](c4ccc(Br)cc4)[C@@H]4C(=O)N(C(C)(C)C)C(=O)[C@@H]4[C@]3(C)C2=O)c1
2	C/C(Cn1nc([N+](=O)[O-])cc1C)=N\NC(=O)c1ccc(O)cc1O
3	CC(=O)c1ccccc1NC(=O)COC(=O)C1CCCN1S(=O)(=O)c1ccccc1F (stereo not given)
4	COC(=O)c1ccc(-c2nc(CN3CCCN(C(=O)c4ccco4)CC3)c(C)o2)cc1
5	COCCNC(=O)c1cn(C)c2ccc(S(=O)(=O)N3CCCCC3)cc2c1=O
6	C=CCNC(=O)C(=O)N/N=C/c1ccco1
7	Cn1cc(/C=C(\C#N)C(=O)Nc2ccccc2O)c2ccccc21
8	COc1cc(OC)cc(C(=O)N[C@H](C(=O)Nc2nc(-c3cc(OC)ccc3OC)cs2)C(C)C)c1
screen / no.	1	2	3	4	5	6	7	8
CHRM1 PAM	14	7	-7	-9	-2	12	1	-6
OXTR potentiator	-11	-4	-4	-4	2	0	-19	-18
M4 ag	5	1	20	2	2	0	11	2
M4 antag	0	-13	3	-2	2	2	-9	-7
M1 ag	-3	-5	-1	-7	-1	-6	-1	-1
M1 antag	-20	-9	11	23	13	-3	-3	20
CHO-K1 Ca ag	1.1	2.2	6.3	0.8	-0.1	-0.4	3.3	0.4
CHO-K1 Ca antag	-15	-24	-14	-5	-11	-9	-4	-5
CHO parental Ca	-35	1	-21	-2	-5	-9	-8	-7

9	COC(=O)CSc1nc2ccccc2o1
10	Cc1ccc2c(c1)c1c(n2CC(O)Cn2c(C)nc3ccccc32)CCCC1 (stereo not given)
11	Cc1noc(C)c1NC(=O)N1CCN(Cc2ccccc2)CC1
12	CCC(CO)Nc1ccn2nc(-c3cc(OC)c(OC)c(OC)c3)cc2n1 (stereo not given)
13	CC(C)Cc1cc(C(=O)N2CCN(c3ccc(F)cc3)CC2)no1
14	Cc1nc(SCC(=O)NC2CCCC2)[nH]c(=O)c1Cc1ccccc1
15	Cn1cccc1Cc1nnc(SCC(=O)N2CCCC2)n1CCc1ccccc1
16	CC(=NNC(=O)c1ccncc1)c1ccccc1Cl
screen / no.	9	10	11	12	13	14	15	16
CHRM1 PAM	12	16	6	-5	-6	10	1	9
OXTR potentiator	-2	-5	-1	·	-2	-9	-2	·
M4 ag	3	4	4	2	4	3	2	0
M4 antag	-1	-12	-3	-12	-6	-4	-3	-10
M1 ag	11	4	-1	0	-7	0	-7	-2
M1 antag	-10	-10	-3	4	3	-22	-5	-12
CHO-K1 Ca ag	0.5	0.7	1.4	0.2	1.0	1.0	0.7	1.0
CHO-K1 Ca antag	-31	0	14	17	0	-22	2	-16
CHO parental Ca	-2	-2	-8	·	-2	-3	-18	·

# Another view of some results above:
entry	Compound	CHRM1 PAM	OXTR potentiator	M4 ag	M4 antag	M1 ag	M1 antag	CHO-K1 Ca ag	CHO-K1 Ca antag	CHO parental Ca
3	CC(=O)c1ccccc1NC(=O)COC(=O)C1CCCN1S(=O)(=O)c1ccccc1F (stereo not given)	-7	-4	20	3	-1	11	6.3	-14	-21
4	COC(=O)c1ccc(-c2nc(CN3CCCN(C(=O)c4ccco4)CC3)c(C)o2)cc1	-9	-4	2	-2	-7	23	0.8	-5	-2
5	COCCNC(=O)c1cn(C)c2ccc(S(=O)(=O)N3CCCCC3)cc2c1=O	-2	2	2	2	-1	13	-0.1	-11	-5
6	C=CCNC(=O)C(=O)N/N=C/c1ccco1	12	0	0	2	-6	-3	-0.4	-9	-9
7	Cn1cc(/C=C(\C#N)C(=O)Nc2ccccc2O)c2ccccc21	1	-19	11	-9	-1	-3	3.3	-4	-8
8	COc1cc(OC)cc(C(=O)N[C@H](C(=O)Nc2nc(-c3cc(OC)ccc3OC)cs2)C(C)C)c1	-6	-18	2	-7	-1	20	0.4	-5	-7
9	COC(=O)CSc1nc2ccccc2o1	12	-2	3	-1	11	-10	0.5	-31	-2
10	Cc1ccc2c(c1)c1c(n2CC(O)Cn2c(C)nc3ccccc32)CCCC1 (stereo not given)	16	-5	4	-12	4	-10	0.7	0	-2
11	Cc1noc(C)c1NC(=O)N1CCN(Cc2ccccc2)CC1	6	-1	4	-3	-1	-3	1.4	14	-8
12	CCC(CO)Nc1ccn2nc(-c3cc(OC)c(OC)c(OC)c3)cc2n1 (stereo not given)	-5	·	2	-12	0	4	0.2	17	·
13	CC(C)Cc1cc(C(=O)N2CCN(c3ccc(F)cc3)CC2)no1	-6	-2	4	-6	-7	3	1.0	0	-2

# Later entries.
17	[O-]/C(=C(\C(=S)Nc1cccc2ccccc12)[n+]1ccccc1)c1ccc(Cl)s1
18	Nc1cccnc1Oc1ccc(F)cc1F
19	CC1=C(C(=O)Nc2cccc(C(=O)NC3CCCCC3C)c2)SCCO1 (stereo not given)
20	C[C@@H]1CCCCO[C@H](CN(C)C(=O)Nc2cccc3ccccc23)[C@@H](C)CN([C@H](C)CO)C(=O)c2cc(N(C)C)ccc2O1
21	CCOC(=O)C1(Cc2ccccc2)CCCCCC1=O (stereo not given)
22	COc1cc([N+](=O)[O-])ccc1NC(=S)N1CCN(c2ccccn2)CC1
23	CCOc1cc(/C=C2\C(=O)ON=C2c2ccccc2)cc(Br)c1O
24	CCc1ccc(NC(=O)C(C)OC(=O)c2cccc(S(=O)(=O)N3CCc4ccccc4C3)c2)cc1 (stereo not given)
25	CC(C)CC(NC(N)=O)C(=O)OCC(=O)NC(=O)NC1CCCC1 (stereo not given)
26	N#Cc1cnn(-c2ccccc2)c1N
screen / no.	17	18	19	20	21	22	23	24	25	26
CHRM1 PAM	5	3	-1	8	-4	5	18	2	3	6
OXTR potentiator	-12	-3	-3	·	·	-2	-15	-5	-3	0
M4 ag	1	0	6	0	-1	2	1	0	1	2
M4 antag	-5	3	5	-7	-4	-8	3	-1	-1	-7
M1 ag	-8	-3	-1	-5	-4	-3	2	-9	-3	-2
M1 antag	-1	-2	4	-18	-4	6	-20	-3	7	-9
CHO-K1 Ca ag	0.0	1.0	3.2	0.5	-0.9	0.6	0.9	0.2	-0.2	0.8
CHO-K1 Ca antag	1	-4	-3	-12	5	5	4	-6	9	-25
CHO parental Ca	-4	-5	-14	·	·	-4	-4	-7	0	-3
